AI-2 QS mod: modulates the Vibrio harveyi AI-2 quorum sensing system | Vibrio harveyi JMH597 AI-2 luminescence/OD600 ratio, 9 h; hits give low values; strain lacks LuxN and CqsS sensors; 0 = neutral-control median | AID 2094 | activity change, % at 7.5 µM | hit rate 0.4% among 300,000; in the data active = activity change below about -75%, passing the limit was not always enough; inconclusive = no clear call, values can overlap the other calls;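 note: luminescence divided by OD600 gain over 9 h not by final OD600 alone; inactives centre near 13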
IEC-6 tox: IEC-6 cytotoxicity, counter-screen for KLF5 inhibitors | hit rate 0.78% among 290,000 | AID 1825 | luminescence viability | inhibition, % at 5 µM; in the data active = inhibition above about 22%;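 note: 0% = plate median of test compound wells and 100% = cytotoxic reference compound wells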
KLF5 inh: kruppel-like factor 5 inhibition. hit rate 0.23% among 290,000. DLD-1 KLF5 promoter-luciferase reporter, luminescence. inhibition, % at 5 µM;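 active = inhibition above a per-plate limit of that plate's mean compound inhibition plus 3 SD, cut at about 60% in these data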;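 note: 0% = DMSO wells and 100% = LY294002 at 200 µM; higher means less KLF5 promoter-driven luciferase light; inactives centre near -14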
HSP90 inh: HSP90 refolding inhibition in rabbit reticulocyte lysate; luciferase refolding luminescence, 3 h; inhibition, % at 5.6 µM; hit rate 0.91% among 290,000; AID 1789;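 active = inhibition above the screen-wide mean plus 3 SD, computed separately per campaign, cut at about 16% in these data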;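 note: 0% = DMSO wells and 100% = 60 µM geldanamycin wells; inhibitors lower the luminescence because luciferase stays unfolded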
GSK3 alpha inh: blocks human GSK-3 alpha kinase | P49840 | ADP-Glo luminescence, 60 min | inhibition, % at 10 µM | hit rate 0.1% among 320,000;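 in the data active = inhibition above about 50%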;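 note: GST-tagged GSK-3 alpha with peptide substrate and 25 µM ATP; 0% = DMSO neutral wells and 100% = GW8510 positive control wells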
Target sequence (P49840 whole entry, looked up): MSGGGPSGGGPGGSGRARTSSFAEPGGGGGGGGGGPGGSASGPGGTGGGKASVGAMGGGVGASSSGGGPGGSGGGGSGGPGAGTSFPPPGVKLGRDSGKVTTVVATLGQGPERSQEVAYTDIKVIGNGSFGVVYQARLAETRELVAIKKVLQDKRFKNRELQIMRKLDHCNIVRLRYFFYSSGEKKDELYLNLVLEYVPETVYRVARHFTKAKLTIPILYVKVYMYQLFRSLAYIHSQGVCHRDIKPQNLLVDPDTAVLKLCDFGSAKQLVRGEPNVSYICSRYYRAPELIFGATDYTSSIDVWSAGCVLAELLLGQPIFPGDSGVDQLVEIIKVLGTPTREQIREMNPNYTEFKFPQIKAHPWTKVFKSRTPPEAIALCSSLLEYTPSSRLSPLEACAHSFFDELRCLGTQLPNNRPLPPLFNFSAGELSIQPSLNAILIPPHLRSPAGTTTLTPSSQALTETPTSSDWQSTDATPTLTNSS
HSF1 inh: HSF1 inhibition; NIH3T3-HGL HSE-luciferase, MG132-induced, luminescence 8 h; hits give low values; activity change, negative = inhibition, % at 7.5 µM (by protocol); hit rate 0.77% among 300,000; AID 2098;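 active = more than half of replicate wells show activity change below -50%, luminescence cut by over half; inconclusive = some wells, but at most half, below -50%; inactive = no replicate well below -50%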;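 note: luciferase reports HSF-1 transcriptional activity via heat shock element; 0% = median of DMSO wells and -100% = zero luminescence signal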
GSK3beta inhib: human GSK3beta kinase inhibition; hit rate 0.038% among 300,000; activity score (negative = inhibition), % at 10 µM; GST-GSK3beta kinase, ADP-Glo luminescence, 60 min; hits give low values; P49841;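 active = more than half of replicate wells score below -50%, meaning over 50% inhibition versus plate controls; inconclusive = some replicates but at most half score below -50%; inactive = no replicate scores below -50%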;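 note: 0% = median DMSO wells and -100% = median GW8510 positive control wells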
Target sequence (P49841 whole entry, looked up): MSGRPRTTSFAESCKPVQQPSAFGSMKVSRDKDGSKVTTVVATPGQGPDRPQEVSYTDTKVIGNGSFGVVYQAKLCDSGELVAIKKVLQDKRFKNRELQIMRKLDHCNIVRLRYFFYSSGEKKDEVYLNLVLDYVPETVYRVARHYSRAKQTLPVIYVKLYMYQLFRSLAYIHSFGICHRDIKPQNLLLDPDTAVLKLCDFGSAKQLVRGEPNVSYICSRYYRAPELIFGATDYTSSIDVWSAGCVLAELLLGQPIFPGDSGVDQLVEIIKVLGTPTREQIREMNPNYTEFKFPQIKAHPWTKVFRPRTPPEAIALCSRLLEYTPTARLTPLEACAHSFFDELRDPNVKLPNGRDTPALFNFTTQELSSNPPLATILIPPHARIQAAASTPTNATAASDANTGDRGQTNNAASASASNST
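Assay system: GST-tagged human GSK3beta kinase, cell-free; Input: 1.6 ng GSK3beta; Medium: Tris/MgCl2 kinase buffer; Timing: 60 min enzyme reaction, room temperature; Signal: ADP-Glo luminescence quantifying ADP generated by kinase; Evaluation: score relative to plate controls; Benchmarks: DMSO neutral wells and GW8510 at 20 µM as positive.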
PolyA inhibitor: yeast polyadenylation inhibition; hit rate 0.02% among 300,000; S. cerevisiae SKY197-pL101 polyadenylation reporter, beta-gal luminescence; efflux-impaired pdr1/pdr3 knockout yeast; score 100 = 6 SD above DMSO; calls only at 12 µM; AID 1875;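 active = lowest replicate activity score at least 50, where 100 means six control SD above control mean; inconclusive = lowest score under 50 but half or more replicates reach 50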;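 note: yeast exposed to compound for 9 h at 30 °C; higher score means more reporter readthrough which indicates perturbed polyadenylation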
aSyn UTR inh: 5' untranslated region of α-synuclein, MLPCN primary screen; inhibition, % (tested at 7.5 µM); hit rate 0.82% among 300,000; AID 1813; alpha-synuclein 5'UTR reporter, inhibitor activity; in the data active = inhibition above about 60%; inconclusive = no clear call, values can overlap the other calls;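 note: H4 neuroglioblastoma cells stably carrying SNCA 5'UTR luciferase fusion; 0% = DMSO wells and 100% = positive control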
HSF1 activator: increases HSF-1 driven luciferase reporter signal. hit rate 1.7% among 300,000. activation, % at 9 µM. NIH3T3-HGL HSF-1 luciferase reporter, MG132, 8 h; 100% = twice DMSO control signal;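 active = mean replicate activation of at least 50% with a set share of replicates each reaching 50%; inconclusive = only one of those two conditions met; inactive = mean below 50% and too few replicates reaching it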;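 note: 0% = median of the neutral control wells and 100% = twice that signal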
* = called active by the depositor; i = inactive; ? = inconclusive; . = no result given. Some of the compounds tested; count on the stated rates, not on these rows.

Below each SMILES: GSK3beta inhib, aSyn UTR inh, AI-2 QS mod, HSP90 inh, GSK3 alpha inh, KLF5 inh, PolyA inhibitor, HSF1 inh, IEC-6 tox, HSF1 activator
1) COc1ccc(N(Cc2cc3cc(OC)ccc3[nH]c2=O)C(=O)C2CCCO2)cc1 (stereo unspecified)
→ 0, 8, 12, 1, -2, 14, i, -3, 2, 0
2) CCN1CNC(=S)N(C(C)c2ccccc2)C1 (stereo unspecified)
→ 0, 14, -3, 3, -4, -15, i, 11, 2, 6
3) O=C(O)C1CCCN1C(=O)OCC1c2ccccc2-c2ccccc21 (stereo unspecified)
→ -1, -16, 8, -5, -4, -27, i, 0, 3, 9
4) C=CCNC(=O)c1onc(CSc2ccc(F)cc2)c1C(=O)O
→ 3, -2, 9, -2, -3, -22, i, -6, -1, -13
5) CSc1nc(C)cc(Oc2ccc(OCC(N)=O)nn2)n1
→ -1, 32, 18, -1, -2, -13, i, -6, -3, 4
6) COc1cc(CN(C(=S)NCC(=O)NC2CCCC2)C2CCCC2)cc(OC)c1OC
→ 6, 29, 15, -4, -2, -5, i, -6, -6, 8
7) CONC(=O)C1CCN(C(=O)OCc2ccccc2)CC1
→ 0, -32, 5, 2, 2, -82, i, 1, 3, -13
8) O=C(CNc1ccc(Br)cc1)c1ccc(O)cc1
→ -5, -37, -82*, 0, -2, -15, i, 14, 1, 17
9) CC(C)(C)NC(=O)C(c1ccco1)N(Cc1ccc2c(c1)OCO2)C(=O)Cn1nnc2ccccc21 (stereo unspecified)
→ -1, -23, 7, 3, -2, -18, i, 0, 6, -2
10) COc1ccccc1N1CCN(Cc2ccc(OC)c3ccccc23)CC1
→ 5, 2, 55, -3, -7, -24, i, -14, 13, -11
11) COC(=O)c1ccc(-c2ccc(Cl)cc2)nc1C
→ 2, -126, 18, -2, 0, -52, i, 16, -4, 47
12) COc1cc(/C=C/C(=O)O)cc(S(=O)(=O)N(C)CCO)c1OC
→ -1, -14, 6, 4, -2, -20, i, -2, 6, 4
13) O=C(CCN1CCN(Cc2ccccc2)CC1)Nc1cccc(Br)c1
→ -6, -9, 12, 2, 5, -21, i, -13, -6, -3
14) CC1CCC(C(C)C)C(OCC(O)CN2CCN(Cc3ccccc3)CC2)C1 (stereo unspecified)
→ 2, 30, 40, -1, 0, -35, i, -1, -6, 12
15) O=C(CSc1ncn[nH]1)Nc1ncc(C(F)(F)F)cc1Cl
→ 0, 0, 21, -2, 2, 6, i, -2, 4, 8
16) Cc1ccc(C)c(S(=O)(=O)N2CCN(CC(=O)NC(=O)NCc3ccccc3)CC2)c1
→ 0, 2, -41, 1, -1, -11, i, -5, -1, 5
17) CCCCN(CC)CCNC(=O)c1cc2c(=O)[nH]c3ccccc3c2n1C
→ -3, 3, 9, -2, 9, -2, i, -8, -7, -4
18) NS(=O)(=O)c1ccc(CCNC(=O)C(=O)c2cn(CC(=O)N3CCOCC3)c3ccccc23)cc1
→ -2, -1, 12, 3, -2, -30, i, 4, 0, -2
19) C=CCSc1ncccc1C(=O)NCCc1ccc(Cl)cc1
→ 0, -1, -4, 1, -3, -6, i, 16, 4, 19
20) Cc1cc(C)c(-c2cc(NC(=O)COC(=O)c3ccc(NC(=O)CC#N)cc3)n(-c3ccccc3)n2)cc1C
→ 4, 12, 28, ., 1, ., i, 1, ., -14
21) O=C1CC(Cc2ccccc2)C(=O)N1CCc1ccc2c(c1)OCO2 (stereo unspecified)
→ -1, 5, 9, -3, -1, -42, i, -7, 1, 3
22) CC(=O)N1N=C(c2cccc([N+](=O)[O-])c2)OC1(C)CC(=O)Nc1ccccc1 (stereo unspecified)
→ -1, 31, 11, 2, 5, 7, i, -11, -2, -11
23) CCN(CC)S(=O)(=O)c1ccc(Oc2cccc(C(C)=O)c2)nc1
→ -2, -18, -85*, 0, ., -15, i, 3, -6, 4
24) COC(=O)c1ccc(/C=N/Nc2nc(C)c(C)s2)cc1
→ 4, -188, 21, 6, -2, -133, i, -6, 0, -1
25) COc1ccc(C2CC(c3ccccc3C)n3nc(N)nc3N2)cc1 (stereo unspecified)
→ 2, -2, 10, -2, ., -9, i, -5, 6, -9
26) Cc1c(C(=O)NCc2cccnc2)oc2ccc(S(=O)(=O)N3CCCC(C)C3)cc12 (stereo unspecified)
→ 3, 34, -9, 2, -2, 15, i, -2, 4, -6
27) COc1ccccc1CNS(=O)(=O)c1ccc2c(c1)CC(=O)N2C
→ -23, -10, 14, -4, -1, -20, i, -6, -11, -3
28) Cc1cc(C)c2cc(CN(CCO)C(=O)Nc3ccc(Cl)cc3)c(=O)[nH]c2c1
→ -13, ?, 11, -3, 0, -12, i, 5, -1, -5
29) CCCS(=O)(=O)N1CCCC(C(=O)NCCc2ccc(OC)c(OC)c2)C1 (stereo unspecified)
→ 5, -6, 5, -2, -2, -25, ., 12, -7, -2
30) CC(=O)Nc1ccc(OCC(O)Cn2nc(C)c(C)c2C)cc1 (stereo unspecified)
→ -3, 6, 0, -1, -1, -26, i, -8, -6, -7

Continued (4 carried over from the part before).
Below each SMILES: GSK3beta inhib, aSyn UTR inh, AI-2 QS mod, HSP90 inh, GSK3 alpha inh, KLF5 inh, PolyA inhibitor, HSF1 inh, IEC-6 tox, HSF1 activator
27) COc1ccccc1CNS(=O)(=O)c1ccc2c(c1)CC(=O)N2C
→ -23, -10, 14, -4, -1, -20, i, -6, -11, -3
28) Cc1cc(C)c2cc(CN(CCO)C(=O)Nc3ccc(Cl)cc3)c(=O)[nH]c2c1
→ -13, ?, 11, -3, 0, -12, i, 5, -1, -5
29) CCCS(=O)(=O)N1CCCC(C(=O)NCCc2ccc(OC)c(OC)c2)C1 (stereo unspecified)
→ 5, -6, 5, -2, -2, -25, ., 12, -7, -2
30) CC(=O)Nc1ccc(OCC(O)Cn2nc(C)c(C)c2C)cc1 (stereo unspecified)
→ -3, 6, 0, -1, -1, -26, i, -8, -6, -7
31) NS(=O)(=O)c1ccc(CCn2c(=S)[nH]c3ccc(F)cc3c2=O)cc1
→ -4, 28, 51, 2, 3, -3, i, 3, 4, 2
32) Cc1c(C(=O)Nc2nc3ccccc3[nH]2)cccc1[N+](=O)[O-]
→ -10, -167, 12, 4, 0, -7, i, 10, 6, 19
33) COC(=O)CCC(=O)N(CCN(C(=O)CCC(=O)OC)c1ccccc1)c1ccccc1
→ -14, 1, 35, 3, -1, -1, i, 4, -4, 29
34) COC(=O)C1(Cc2cc(-c3cccnc3)no2)CCN(C(=O)OC(C)(C)C)CC1
→ 2, -16, 7, 0, 0, -46, i, -6, 10, -6
35) COc1ccccc1N1CCN(C(=O)c2cc(-c3ccc(Cl)cc3)on2)CC1
→ 0, 12, -9, -2, -1, 6, i, -9, 1, -1
36) O=C(NC1CCCC1)c1ccc(S(=O)(=O)N2CCCC2)cc1
→ 1, -26, 36, 2, -1, -29, i, -2, -4, 2
37) O=C(c1cc2cc(Br)ccc2s1)N1CCOCC1
→ -2, -21, 9, -1, 0, -48, i, 5, -2, 6
38) O=C(N/N=C/c1ccccn1)c1ccc(Cl)c(Cl)c1
→ -1, -20, -9, 5, 2, -4, i, -16, 22*, -17
39) CCOc1cc(/C=C/C(=O)c2ccc(OC)c(CN3CCOCC3)c2)cc(Br)c1O
→ 0, -35, 6, 0, 1, -9, i, 1, 12, -3
40) Cc1ccccc1C(=O)NCCCCc1ccccc1
→ -1, 13, -18, -1, -2, -5, i, -7, -5, 4
41) COc1ccc(OC)c(C(=O)c2ccccn2)c1
→ 2, -2, 4, -3, 1, -8, i, -8, -2, -14
42) CCCCNC(=S)NNC(=O)c1nn(C)cc1Cl
→ 3, -3, 13, 1, -1, -12, i, 1, -3, 10
43) Cc1ccc(NCc2nnc3n2CCCCC3)cc1
→ -1, 2, -4, -1, -2, -34, i, -10, -1, -15
44) CN(c1ccc(C(=O)NCc2ccc3c(c2)OCO3)cc1)S(=O)(=O)c1ccccc1
→ -2, -4, 10, 3, -4, -21, i, -5, 4, -10
45) COc1ccc(-c2nc(N)n(C(=O)c3ccco3)n2)cc1
→ -3, -3, 5, -1, -3, -3, i, 5, 1, 6
46) COc1ccc(-c2cc(C)no2)cc1S(=O)(=O)NCc1cccc(C)c1
→ -1, -9, 27, 2, -1, -57, i, 6, 0, 7
47) O=C(Nc1n[nH]c(C2CCCCC2)n1)C1CCCCC1
→ -2, -58, 14, 0, -2, -9, i, -2, -3, 2
48) O=C(OCc1nc2ccsc2c(=O)[nH]1)c1ccccc1
→ 2, 11, -31, ., 2, ., i, 2, ., 23

Given as tab-separated lines: entries from further up
item	canonical_smiles	GSK3beta inhib	aSyn UTR inh	AI-2 QS mod	HSP90 inh	GSK3 alpha inh	KLF5 inh	PolyA inhibitor	HSF1 inh	IEC-6 tox	HSF1 activator
36	O=C(NC1CCCC1)c1ccc(S(=O)(=O)N2CCCC2)cc1	1	-26	36	2	-1	-29	i	-2	-4	2
44	CN(c1ccc(C(=O)NCc2ccc3c(c2)OCO3)cc1)S(=O)(=O)c1ccccc1	-2	-4	10	3	-4	-21	i	-5	4	-10
46	COc1ccc(-c2cc(C)no2)cc1S(=O)(=O)NCc1cccc(C)c1	-1	-9	27	2	-1	-57	i	6	0	7
41	COc1ccc(OC)c(C(=O)c2ccccn2)c1	2	-2	4	-3	1	-8	i	-8	-2	-14
31	NS(=O)(=O)c1ccc(CCn2c(=S)[nH]c3ccc(F)cc3c2=O)cc1	-4	28	51	2	3	-3	i	3	4	2
42	CCCCNC(=S)NNC(=O)c1nn(C)cc1Cl	3	-3	13	1	-1	-12	i	1	-3	10
34	COC(=O)C1(Cc2cc(-c3cccnc3)no2)CCN(C(=O)OC(C)(C)C)CC1	2	-16	7	0	0	-46	i	-6	10	-6
